ERG-DNA inh: ERG Ets/DNA interaction inhibition. fluorescence polarization, His-ERG Ets domain / labelled DNA. Potency, µM (series often up to 76.9 µM), for inactives: at the highest dose FP activity, negative = inhibition, usual class: inhibitors. actives 0.028% (n = 370,000). AID 624246; active = well fitted inhibition curve with a large enough effect in the polarisation, with a control signal flat; inconclusive = small, poorly fitted or top-dose-only effect, or effect the other way, or a change in a side signal; inactive = no such curve, though single readings can be large or run the other way; the % refers to the polarisation;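 note: polarization taken with two DNA probes labelled with fluorescein and Texas red; potency is the fitted concentration of half-maximal effect; % of control where 0% means no effect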
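His-tagged ERG Ets domain (1 uM in the protein solution; 300mM KCl, 50mM Tris-HCl, 1mM EDTA, 1mM DTT, pH 7.5) received compound, then a probe mix of 5 nM fluorescein-DNA and 100nM Texas-615-DNA. Fluorescence polarization was read for both dyes.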
Pol beta inh: DNA polymerase beta (human) inhibition | P06746 | actives 1.3% (n = 340,000) | AID 485314 | Pol beta primer extension/strand displacement, fluorescence kinetic | Potency, µM (titrated, usually from 114 µM), for inactives: at the top dose activity change, negative = inhibition, usual class: inhibitors; note: potency is the fitted concentration of half-maximal effect; % is set by controls: 0 for no effect and ±100 for the full control effect
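10 nM enzyme + cpd, 15 min RT; start with substrate 50 nM final; read 0 min and after 10 min RT. Corrected, normalized data; 4-parameter Hill curve fit.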
APEX1 inh: inhibitors of human APE1 endonuclease; recombinant APE1, TAMRA/BHQ-2 abasic DNA cleavage fluorescence; Potency, µM (titrated, usually from 65.8 µM), for inactives: at the highest dose activity change, negative = inhibition, usual class: inhibitors; actives 0.35% (n = 350,000); AID 2517;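 note: potency is the fitted concentration of half-maximal effect; plate controls were vehicle for no effect and reference inhibitor for full effect; nearly all actives have a fitted effect of over 55% in size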
Target sequence (P27695 whole entry, looked up): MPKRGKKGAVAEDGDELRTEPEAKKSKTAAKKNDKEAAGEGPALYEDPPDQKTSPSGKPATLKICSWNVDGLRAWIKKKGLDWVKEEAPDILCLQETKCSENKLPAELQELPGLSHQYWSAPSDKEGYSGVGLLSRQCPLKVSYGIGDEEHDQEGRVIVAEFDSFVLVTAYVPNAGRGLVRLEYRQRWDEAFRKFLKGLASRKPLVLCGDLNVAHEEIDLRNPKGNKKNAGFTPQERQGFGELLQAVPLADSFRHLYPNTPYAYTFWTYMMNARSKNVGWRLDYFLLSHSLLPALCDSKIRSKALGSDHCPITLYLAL
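APE1 at 0.75 nM final was preincubated with compound 15 min at room temperature, then 50 nM double-stranded THF abasic-site substrate (5'-TAMRA/3'-BHQ-2) was added. Fluorescence (ex 525/em 598 nm) was read kinetically; third-minus-first read gave activity.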
POLI inh: DNA polymerase iota (human) inhibition. Q9UNA4. Pol iota fluorescent replication assay, 10 min. Potency, µM (doses to about 115 µM), without a hit: top-dose activity, negative = inhibition, hits mostly inhibitors. actives 1% (n = 390,000). AID 588590; note: potency is the fitted concentration of half-maximal effect
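Pol iota at 10 nM preincubated 15 min with compounds at room temperature; reaction started with fluorescent substrate, 50 nM final. Fluorescence read kinetically at 0 and 10 min; buffer-only wells as negative control.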
TRHR agonist: TRH receptor (human) agonism | P34981 | TRHR cells, calcium flux fluo-8, FDSS agonist mode | activation, % at 2 µM | actives 0.18% (n = 360,000) | AID 493084; in the data active = activation above about 30%; note: 0% is about no effect
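TRHR-expressing cells loaded with fluo-8 calcium dye; 23 nL library compound pin-transferred, kinetic FDSS fluorescence (Ex 480/Em 530) recorded about 180 s for agonist-induced calcium release, before a 10 nM TRH EC20 addition for potentiator mode.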
Anesthetic bind: candidate novel general anesthetic via apoferritin binding; Potency, µM (series often up to 77.5 µM), without a hit: at the top dose activity change, negative = displacement, hits mostly inhibitors; P02791; actives 0.074% (n = 350,000); apoferritin/1-aminoanthracene competitive binding, fluorescence; note: potency is the fitted concentration of half-maximal effect; % is set by controls: 0 for no effect and ±100 for the full control effect; nearly all actives have a fitted effect of over 20% in size
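Horse-spleen apoferritin (10 uM) was mixed with 50% saturated 1-aminoanthracene in PBS, exposed to compounds for 10 min at room temperature, and read for fluorescence (ex 380 nm, em 535 nm). Competitive displacement was fitted with a four-parameter Hill equation.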
POLK inh: inhibitors of human DNA polymerase kappa; actives 0.53% (n = 400,000); AID 588579; Q9UBT6; Potency, µM (series often up to 107 µM), without a hit: at the top dose activity, negative = inhibition, usual class: inhibitors; purified Pol kappa, fluorescent DNA synthesis assay, 10 min; note: potency is the fitted concentration of half-maximal effect; % is set by controls: 0 for no effect and ±100 for the full control effect
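Enzyme at 10 nM met test compounds for 15 min at room temperature. Substrate addition (50 nM final) began the reaction, which was monitored by fluorescence at 0 and 10 min.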
12-LOX inh: blocks human arachidonate 12S-lipoxygenase | P18054 | actives 1.1% (n = 580,000) | Potency, µM (series often up to 108 µM), without a hit: at the top dose activity change, negative = inhibition, most hits filed as inhibitors | purified 12hLO, xylenol orange hydroperoxide absorbance; note: potency is the fitted concentration of half-maximal effect; % is set by controls: 0 for no effect and ±100 for the full control effect
Target sequence (P18054 whole entry, looked up): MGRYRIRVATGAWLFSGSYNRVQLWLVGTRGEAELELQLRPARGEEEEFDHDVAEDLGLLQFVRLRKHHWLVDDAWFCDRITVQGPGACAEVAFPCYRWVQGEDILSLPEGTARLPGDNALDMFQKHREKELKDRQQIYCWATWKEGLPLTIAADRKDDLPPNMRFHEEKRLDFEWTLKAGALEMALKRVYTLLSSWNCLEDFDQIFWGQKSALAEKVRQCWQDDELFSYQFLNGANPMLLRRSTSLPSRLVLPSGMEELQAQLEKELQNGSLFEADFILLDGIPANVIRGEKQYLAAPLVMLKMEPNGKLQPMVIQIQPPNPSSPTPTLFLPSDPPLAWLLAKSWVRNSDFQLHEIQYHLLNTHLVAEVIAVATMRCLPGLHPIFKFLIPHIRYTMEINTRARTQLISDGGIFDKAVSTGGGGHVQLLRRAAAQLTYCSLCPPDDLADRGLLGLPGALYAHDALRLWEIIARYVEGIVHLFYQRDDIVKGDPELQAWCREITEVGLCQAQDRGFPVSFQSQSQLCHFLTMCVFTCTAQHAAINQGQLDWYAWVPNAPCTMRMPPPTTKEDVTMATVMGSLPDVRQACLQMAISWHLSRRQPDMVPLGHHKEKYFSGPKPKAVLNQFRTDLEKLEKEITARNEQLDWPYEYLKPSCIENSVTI
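Hydroperoxide product was detected by ferrous iron/xylenol orange as the 573 to 405 nm absorbance ratio. Arachidonic acid at 40 uM (final) was turned over for 30 min at room temperature by 150 nM human 12hLO, pH 7.0 Hepes buffer, after 15 min compound preincubation.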
BLM helicase inh: Bloom syndrome helicase (human) inhibition; AID 2528; actives 0.2% (n = 350,000); Potency, µM (doses to about 56.1 µM), inactives show at the top dose activity change, negative = inhibition, usual class: inhibitors; recombinant BLM DNA unwinding, fluorescence dequenching; P54132;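 note: potency is the fitted concentration of half-maximal effect; plate controls were vehicle for no effect and no enzyme for full effect; nearly all actives have a fitted effect of over 35% in size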
* = called active by the depositor; i = inactive; ? = inconclusive; · = not tested or not shown; [ ] = remark or other dose. Unless noted, calls come from the whole dose curve; as a rule, active = well fitted curve in the direction sought with a large enough effect; inconclusive = small, poorly fitted or top-dose-only effect, or another doubt; inactive = no such curve, though single readings can be large; an effect the other way counts as inactive or inconclusive.

SMILES	ERG-DNA inh	Pol beta inh	APEX1 inh	POLI inh	TRHR agonist	Anesthetic bind	POLK inh	12-LOX inh	BLM helicase inh
COC(=O)CN(c1nc(C)c(Br)c(OC)n1)S(=O)(=O)c1ccc(C)cc1	-2%	1%	-7%	?	-0.7	2%	3%	-17%	-9%
COc1cc(C)ccc1OCC(=O)NCC1CCCO1 (stereo not given)	-4%	·	47%[activator]	18%	·	·	-15%	0%	·
N#Cc1cccnc1N1CCC(C(N)=O)CC1	-18%	33%	-4%	6%	0.3	48%[activator]	-7%	i	32%[activator]
CN(C(=O)c1cccc(COc2ccc(Cl)cc2Cl)c1)c1ccccc1	-7%	0%	-2%	1%	0.7	-2%	-4%	-17%	-9%
Cn1c(=O)c2c(nc(CN3CCN(C(=O)c4ccco4)CC3)n2CCc2ccccc2)n(C)c1=O	5%	32%	1%	9%	-0.6	-12%	-9%	-11%	1%
CCC(=O)c1ccc(/C=C/c2nc3ccccc3n2C)o1	3%	4%	3%	93%[activator]	5.1	·	-14%	-26%	-4%
CCOC(=O)N1CCN(C(=O)c2oc3ccc(S(=O)(=O)N(CC)CC)cc3c2C)CC1	4%	-2%	-7%	53%[activator]	-1.0	-1%	2%	?	-9%
COC(=O)c1ccccc1NC(=O)c1sc(=S)n(C)c1N	-5%	21%	0%	?	-0.3	-6%	-10%	?	-3%
O=C(O)c1cc(-c2ccccc2)n(-c2ccc(Cl)cc2)n1	12%	-1%	0%	50%[activator]	0.2	-6%	0%	?	-5%
Cc1ccc(C(=O)OCc2nc(N)nc(Nc3ccccc3C)n2)cc1	7%	-1%	-5%	-14%	-0.2	?	-20%	13%	-4%
COc1cccc(NC(=O)CN(C)C(=O)/C=C/c2cn(-c3ccccc3)nc2-c2ccc(C)cc2)c1	-5%	·	5%	17%	0.9	·	-5%	-15%	·
N=c1c(S(=O)(=O)c2ccc(Br)cc2)cc2c(=O)n3ccccc3nc2n1C1CCCCC1	14%	4%	-7%	1%	2.3	-6%	7%	-18%	-5%
Cc1ccc(C)c(Cn2c(=O)n(-c3ccc(F)cc3)c(=O)c3sc4ccccc4c32)c1	-5%	34%	·	3%	-0.1	-1%	3%	-12%	-5%
O=C(O)c1ccc(CSc2nnnn2-c2ccc(F)cc2)cc1	-12%	-2%	17%	-11%	0.3	0%	-16%	-12%	-8%
COc1ccc(-n2c(=S)[nH]c3cc(C(=O)NCCCN4CCOCC4)ccc3c2=O)c(OC)c1	2%	30%	-3%	103%[activator]	-0.6	-8%	-8%	-17%	-3%
COC(=O)c1cc2sc(C)cc2n1CC(=O)Nc1ccc(C)cc1Cl	-4%	13%	·	0%	0.1	-5%	-4%	-25%	-5%
CN(C(=O)CSc1nnc(-c2cccs2)n1C1CC1)C1CCS(=O)(=O)C1 (stereo not given)	3%	·	50%	18%	-0.1	·	-9%	14%	·
COc1ccc(CNCC(O)(c2ccccc2)c2ccc(Cl)cc2)cc1 (stereo not given)	-2%	2%	-3%	16%	0.6	-2%	-10%	?	-8%
O=C(N/N=C/C(Br)=C\c1ccccc1)c1cccs1	-1%	1%	1%	12%	0.5	4%	-17%	117%[activator]	-11%
COc1ccc(C(=O)OCC(=O)Nc2c(C)n(C)n(-c3ccccc3)c2=O)cc1OC	13%	·	0%	36%[activator]	0.8	·	2%	0%	·
COc1ccc(C2CC(c3cccc(Cl)c3)n3nc(N)nc3N2)cc1 (stereo not given)	1%	2%	-4%	-14%	0.4	-14%	16%	?	0%
CC(=O)N1CCC2(CC1)OC(=O)C(C)=C2C(=O)NCc1ccccc1Cl	-1%	-9%	·	23%	0.4	6%	0%	0%	2%
O=C(NCC(c1cccs1)S(=O)(=O)c1ccccc1)c1ccc(C(F)(F)F)cc1 (stereo not given)	1%	-19%	·	4%	-0.8	-10%	-4%[60.1 µM]	-21%	-4%
COC(=O)c1ccc(-c2noc(CN(Cc3ccncc3)CC3CCCO3)n2)cc1 (stereo not given)	-10%	-30%	3%	74%[activator]	0.7	-15%	7%	1%	-8%
COCC1CCN(c2nc3nonc3nc2N2CCSCC2)C1 (stereo not given)	-11%	60%	13%	32%[activator]	3.5	-11%	-8%	-5%	-1%
O=C(COC(=O)c1ccc(S(=O)(=O)C(F)F)cc1)Nc1cccnc1Cl	3%	·	-8%	-9%	-0.1	·	-10%	-31%	·
CCC(C)c1ccc(NC(=O)N2CCOCC2)cc1 (stereo not given)	3%	13%	9%	111%[activator]	0.3	-15%	2%	28%	4%
COc1ccc(S(=O)(=O)N(CC(=O)N2CCOCC2)Cc2ccccc2)cc1C	10%	4%	15%	?	0.6	-8%	-1%	2%	-3%
COc1ccc(NC(=O)[C@@H](c2ccccc2)N2Cc3ccccc3C2=O)cc1OC	-2%	-23%	·	4%	0.0	-16%	-5%	-16%	-5%
CCCNC(=O)CCc1c(C)nc2c(c(C)nn2-c2ccc(C)cc2)c1C	-3%	-9%	33%	27%	0.1	1%	10%	14%	-5%
Cn1cccc1C(=O)NCc1ccc(Cl)cc1	3%	39%	27%	13%	-2.0	-7%	-17%	5%	-3%
Cc1ccc(-n2c(SCC(=O)NCc3ccco3)nc3c(sc4ccccc43)c2=O)cc1	1%	-24%	3%	-8%	-0.2	-3%	-21%	-13%	0%
CCn1c(SCc2nc(-c3ccc(Cl)cc3)no2)nnc1-c1ccco1	0%	1%	0%	7%	-0.9	?	-5%	?	-1%
CCCS(=O)(=O)N1CCN(Cc2ccccc2[N+](=O)[O-])CC1	-5%	0%	3%	23%	-0.2	-9%	4%	-14%	1%
O=C(CSc1nnc(COc2cccc3ccccc23)o1)N1c2ccccc2CCc2ccccc21	-8%	1%	2%	-1%	1.2	20%	0%	0%	0%
O=C(NCc1cccs1)C1CCC(=O)N(Cc2cccc(C(F)(F)F)c2)C1 (stereo not given)	12%	-17%	5%	21%	0.1	-7%	-8%	8%	-2%
COc1ccc(NC(=O)CS(=O)(=O)c2ccc(C)cc2)c(OC)c1	-12%	1%	-2%	-11%	-0.9	-3%	-6%	10%	0%
CN(Cc1ccccc1Cl)C(=O)CCNC(=O)c1ccco1	2%	·	2%	-2%	-1.1	·	-1%	-36%	·
CCOc1ccc(NC(=O)CN(C)C(=O)C2CCN(C(=O)Nc3ccccc3)CC2)cc1OCC	14%	·	·	3%	·	·	4%	4%	·
COC(=O)Nc1nnc(CCc2ccccc2)s1	-6%	4%	17%	13%	1.9	-8%	-2%	-10%	-2%
Cc1ccc(C)c(N2CCN(C(=O)CN(C)S(=O)(=O)c3cnc[nH]3)CC2)c1	-12%	-3%	-2%	2%	0.0	-18%	-4%	84%	-8%
CCn1c(NC(=O)c2ccc(C)cc2)c2ccccc2nc1=O	-1%	6%	-2%	26%	-0.6	-5%	-13%	12%	-2%
Cc1ccc2nc(N3CCN(c4ccccc4F)CC3)c3nnnn3c2c1	-1%	40%	·	1%	0.7	6%	-11%	-3%	-1%
COc1ccc(NC(=O)CC2C(=O)N(c3ccc(OC)cc3)C(=O)N2CCC2=CCCCC2)cc1 (stereo not given)	-3%	0%	·	29%	0.2	-11%	0%	-25%	0%
Cc1ccc(C2CC(=O)N(c3ccc(F)cc3)C3=C2C(=O)CCC3)cc1 (stereo not given)	-9%	22%	-5%	14%	-0.4	-19%	-4%	?	-6%
CCOC(=O)c1ccccc1Cc1nc2ccccc2c(=O)[nH]1	4%	1%	3%	14%	0.2	-13%	-7%	0%	-10%
Cc1cc(C)c(C(N)=O)c(NCCc2ccccc2)n1	-5%	-17%	5%	24%	-0.2	3%	-9%	-7%	-7%
CCc1c(-c2ccccc2)nc2ccccc2c1C(=O)NCCc1ccccc1	3%	0%	·	14%	-0.4	-11%	0%[60.1 µM]	-26%	-5%

An excerpt from above, showing only POLI inh, BLM helicase inh and ERG-DNA inh:
SMILES | POLI inh | BLM helicase inh | ERG-DNA inh
O=C(O)c1cc(-c2ccccc2)n(-c2ccc(Cl)cc2)n1 | 50%[activator] | -5% | 12%
Cc1ccc(C(=O)OCc2nc(N)nc(Nc3ccccc3C)n2)cc1 | -14% | -4% | 7%

Further structures
SMILES	ERG-DNA inh	Pol beta inh	APEX1 inh	POLI inh	TRHR agonist	Anesthetic bind	POLK inh	12-LOX inh	BLM helicase inh
COc1ccc(CNC(=O)COc2cccnc2[N+](=O)[O-])cc1OC	-2%	0%	7%	0%	-0.5	10%	-13%	0%	2%
CCCC(C(=O)NC1CCCC1)N(CC1CCCO1)C(=O)CNS(=O)(=O)c1ccccc1 (stereo not given)	-7%	32%	7%	65%[activator]	-0.3	2%	3%	0%	-1%
CCCCCCn1c(N2CCC(C(N)=O)CC2)nc2c1c(=O)n(C)c(=O)n2C	5%	6%	17%	24%	0.0	-5%	-13%	12%	-4%
CC(C)(CNS(C)(=O)=O)SCc1ccc(Cl)cc1	-12%	?	1%	-9%	0.0	-16%	-11%	-2%	-4%
Cc1ccccc1Nc1nnc(SCC(=O)c2ccc(O)cc2O)s1	3%	1%	38%	?	0.3	0%	-18%	?	-4%
O=C1/C(=C\c2ccc(Br)cc2)SC(=S)N1NS(=O)(=O)c1ccccc1	8%	68%	3%	30%	-0.4	-1%	-16%	-29%	-13%
COC(=O)c1ccc(NC(=O)CSCc2ccccc2)cc1	3%	-1%	-1%	9%	-0.1	?	-19%	·	-10%

Structures from the list above that contain a COOH group, in the order listed:
SMILES	ERG-DNA inh	Pol beta inh	APEX1 inh	POLI inh	TRHR agonist	Anesthetic bind	POLK inh	12-LOX inh	BLM helicase inh
O=C(O)c1cc(-c2ccccc2)n(-c2ccc(Cl)cc2)n1	12%	-1%	0%	50%[activator]	0.2	-6%	0%	?	-5%
O=C(O)c1ccc(CSc2nnnn2-c2ccc(F)cc2)cc1	-12%	-2%	17%	-11%	0.3	0%	-16%	-12%	-8%

High-throughput results as filed in PubChem BioAssay.

These rows are one share of the data. The share of hits here may be higher or lower than overall.
